# CDK5 p35 inh – CDK5/p35 (human) kinase inhibition; Q00535+Q15078; Recombinant CDK5/p35, ADP-Glo luminescence, 60 min; inhibition, % at 10 µM; 0.01% of 330,000 active; AID 488839;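 active = highest replicate inhibition of at least 50% and at least 75% of replicates reaching 50%; inconclusive = only one of the two criteria met; inactive = both criteria failed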;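 also: plate controls were DMSO neutral control for no effect and GW8510 at 10 µM for full effect; many of its hits are not listed in these tables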
# Target sequence (Q00535 whole entry, looked up): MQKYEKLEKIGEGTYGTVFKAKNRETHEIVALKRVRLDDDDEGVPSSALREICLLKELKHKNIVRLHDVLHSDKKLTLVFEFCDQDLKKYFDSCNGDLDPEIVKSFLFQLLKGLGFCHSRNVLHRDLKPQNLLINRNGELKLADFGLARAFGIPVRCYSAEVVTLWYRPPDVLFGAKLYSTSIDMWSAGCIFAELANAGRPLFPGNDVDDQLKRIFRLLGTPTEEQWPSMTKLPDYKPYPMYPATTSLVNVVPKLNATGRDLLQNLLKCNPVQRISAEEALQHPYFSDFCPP
# Target sequence (Q15078 whole entry, looked up): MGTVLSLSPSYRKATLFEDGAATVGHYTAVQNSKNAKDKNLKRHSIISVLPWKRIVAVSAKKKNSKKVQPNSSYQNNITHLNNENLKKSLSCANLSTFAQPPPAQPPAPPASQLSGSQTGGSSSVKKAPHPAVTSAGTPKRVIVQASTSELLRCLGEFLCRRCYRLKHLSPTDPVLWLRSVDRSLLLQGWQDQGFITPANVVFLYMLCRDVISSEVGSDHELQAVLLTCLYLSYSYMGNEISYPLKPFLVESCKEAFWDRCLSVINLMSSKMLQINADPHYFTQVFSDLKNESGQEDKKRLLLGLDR
# DSG3 Ab inh – human desmoglein-3 autoantibody binding inhibition; P32926; DSG3-coupled beads, scFv-anti-DSG3-GFP binding, flow cytometry; active compounds read low; binding (percent of control), % at 10 µM; 0.48% of 310,000 active;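 active = binding more than 3 SD below its plate's average and above zero; inconclusive = below that plate limit but binding exactly zero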;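 also: hits lower antibody fragment binding to DSG3; some compounds called inactive have numbers as strong as hits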
# NSD2 inh – blocks human histone methyltransferase NSD2; O96028; inhibition, % at 12.5 µM; 0.54% of 310,000 active; NSD2 peptide methylation, AlphaScreen, 120 min; in the data active = inhibition above about 50%
# Arr AP2 block – human beta-arrestin and AP2 interaction inhibition; FITC-arrestin peptide / GST-AP2 beads, flow cytometry; AP2 beta2 appendage carries R879A mutation; inhibition, % at 10 µM; 0.31% of 340,000 active;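 active = inhibition above a set limit, near 3 SD of compounds lacking own fluorescence, cut at about 54% in these data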;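 also: plate controls were DMSO wells for no effect and 5 µM unlabelled arrestin peptide for full effect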
#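 Test system: GST-tagged AP2 beta2-adaptin appendage (R879A) on 4 µm glutathione beads; also added: fluorescein-tagged arrestin peptide at 50 nM final; timing: 12 min plus 1 h, RT; signal: flow cytometry, FL1 (488/535 nm); read-out: percent drop in bead-associated FITC signal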
# PKA-R1A act – PKA-R1A complex activation. PKA-R1A dissociation, Cy5-IP20 fluorescence polarization; scaled: DMSO 0%, 113 µM cGMP 100%. activation, % at 11.4 µM. 0.083% of 340,000 active. AID 504707;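 active = percent activation above the mean of all tested compounds plus 3 SD, cut at about 19% in these data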;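 also: higher means more PKAc released from R1A so a rise in polarization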
# SR-BI uptake up – SR-BI HDL lipid transfer activation | CHO ldlA[mSR-BI] cells, DiI-HDL uptake fluorescence, 3 h; 100 = double the neutral-control signal | AID 504775 | 0.096% of 320,000 active | activation, % at 12.5 µM;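 active = mean replicate activation of at least 60% and every replicate at or above 60%; inconclusive = mean or all-replicate condition met, but not both; inactive = mean below 60% and not all replicates reaching 60%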;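 also: 0% = median plate neutral-control signal and 100% = twice that signal; values of inactives mirror those of a sister screen read the other way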
#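 material = CHO ldlA[mSR-BI] cells | medium = Ham's F12 with 0.5% BSA, HEPES 25 mM, pH 7.4 | reagent = fluorescent DiI-HDL, 10 µg/mL final | compound dosing = single-point compound dose | incubation = 3 h, 37 °C | measured by = bottom-read fluorescence, 550/595 nm | measure = HDL uptake via cellular fluorescence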
# dFosB act – enhances mouse delta FosB homodimer DNA binding | purified delta FosB, TAMRA-CDK5 oligo fluorescence polarization; percent of positive-control signal above neutral wells | activation, % at 25 µM | 0.99% of 340,000 active;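 active = mean activation above about 17%, with every replicate also reaching it, limit read from the data, passing the limit was not always enough; inconclusive = only one of the two conditions met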;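 also: fluorescence polarization rise as delta FosB binds a TAMRA Cdk5 AP-1 oligo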
# Target sequence (P13346 whole entry, looked up): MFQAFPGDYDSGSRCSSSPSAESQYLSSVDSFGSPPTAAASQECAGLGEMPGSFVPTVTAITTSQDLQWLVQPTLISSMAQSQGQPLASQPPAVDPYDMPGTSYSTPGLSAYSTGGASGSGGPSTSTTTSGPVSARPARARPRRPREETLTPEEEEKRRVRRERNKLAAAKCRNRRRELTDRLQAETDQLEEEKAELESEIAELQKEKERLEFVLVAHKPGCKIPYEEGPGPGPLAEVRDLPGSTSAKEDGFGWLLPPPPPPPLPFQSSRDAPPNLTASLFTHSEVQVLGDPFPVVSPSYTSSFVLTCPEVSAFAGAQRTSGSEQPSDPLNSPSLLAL
# SR-BI HDL uptake – inhibitors of mouse SR-BI mediated HDL lipid uptake. Q61009. 0.96% of 320,000 active. inhibition, % at 12.5 µM. ldlA[mSR-BI] CHO cells, DiI-HDL uptake fluorescence, 3 h;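 active = mean replicate inhibition of at least 70% and a set share of replicates each scoring 70 or more; inconclusive = meets just one of the two criteria; inactive = fails both criteria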;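 also: 0% = median of neutral control wells and 100% = median of positive control wells; values of inactives mirror those of a sister screen read the other way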
# SUMO Mot1 rescue – inhibitors of SUMOylation pathway: yeast Mot1-301 growth rescue. S. cerevisiae Mot1-301 growth rescue, ATP luminescence, 38.5C; percent above DMSO median, 100 means doubled. growth rescue, % at 18.8 µM. 1% of 320,000 active;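 active = every valid replicate shows activation above 250% relative to neutral control wells; inactive = the rest, any valid replicate at or below 250%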;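 also: OY570 slx delta 5 strain wells were the positive control but not used for scaling; some compounds called inactive have numbers as strong as hits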
# MITF TRPM1 HTS – increases MITF-driven TRPM1 promoter luciferase signal | AID 588334 | activation, % at 12.5 µM | SK-MEL-5 TRPM1-promoter luciferase, 24 h; % of positive control, neutral wells = 0 | 0.75% of 300,000 active;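 active = mean activation of at least 80% with every replicate also reaching 80%; inconclusive = mean reaches 80% but some replicate falls short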;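 also: 0% = neutral control wells and 100% = parthenolide positive control wells; values of inactives mirror those of a sister screen read the other way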
# PKA-R2B act – activators of human PKA-R2B complex; P22694+P31323; PKA-R2B holoenzyme dissociation, Cy5-IP20 fluorescence polarization; R2B truncated from residue 108, S112A mutant; 0% DMSO only, 100% 113 µM cGMP; activation, % at 11.4 µM; 0.079% of 340,000 active; AID 504700;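 active = activation above a cutoff set at the mean over all compounds plus 3 SD, cut at about 18% in these data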;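 also: higher means more holoenzyme dissociation and a rise in polarization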
# Active calls of the source: *; ? = inconclusive; nt = no result given.
nr	compound	CDK5 p35 inh	DSG3 Ab inh	NSD2 inh	Arr AP2 block	PKA-R1A act	SR-BI uptake up
1	Cc1c(Cl)cccc1N1C(=O)CC(N(O)c2ccccc2)C1=O (configuration not stated)	0.9	98.2	6.7	10.0	3.0	217.9*
2	CCN(CC(=O)NCc1ccncc1)S(=O)(=O)c1ccc(OC)cc1	-1.1	106.4	nt	-18.6	0.5	-1.5
3	CC(=O)NC(CC(=O)OCC(=O)N1CCN(S(=O)(=O)c2ccc(Cl)cc2)CC1)c1ccccc1 (configuration not stated)	1.5	95.0	2.0	-1.8	-10.8	29.0
4	O=C(c1cc(COc2ccc(F)cc2Cl)on1)N1CCSCC1	-0.1	103.3	-1.4	1.2	-11.8	4.0
5	O=C(c1ccco1)N1N=C(c2ccc(Cl)cc2)CC1(O)C(F)(F)F (configuration not stated)	-0.4	104.1	2.8	10.2	-2.4	-42.9
6	CCOC(=O)C1CCN(C(=O)c2cccs2)CC1	-1.7	96.0	-0.8	3.1	0.2	7.7
7	Cc1ccc2oc(C(=O)NC3CCS(=O)(=O)C3)cc(=O)c2c1 (configuration not stated)	-1.9	102.2	-1.2	-4.0	1.8	-14.1
8	Cn1c(SCC(=O)N2CCOCC2)nc2cccnc21	0.1	98.4	-0.6	0.3	-4.3	10.0
9	CCOC(=O)Cc1nnc(Nc2cccc(O)c2)c2ccccc12	-0.7	82.4	2.0	-4.9	-9.6	-1.6
10	Cc1ccc2c(c1)C(c1ccc(F)cc1)N(C(=O)c1cc3ccccc3oc1=O)CC(=O)N2 (configuration not stated)	-0.8	100.0	nt	3.7	-14.8	1.2

nr	dFosB act	SR-BI HDL uptake	SUMO Mot1 rescue	MITF TRPM1 HTS	PKA-R2B act
1	-1.5	-217.9	-24.6	nt	8.8
2	-2.3	1.5	213.0	15.4	0.6
3	-7.8	-29.0	2.8	1.8	-0.7
4	-2.0	-4.0	-2.1	40.4	-6.8
5	2.4	42.9	-23.0	14.0	2.0
6	-3.8	-7.7	-7.9	-19.3	-13.3
7	-4.0	14.1	2.4	1.4	0.8
8	1.3	-10.0	0.4	nt	-9.9
9	5.2	1.6	-18.9	3.9	1.3
10	-3.8	-1.2	-22.3	7.1	-2.5

# The results go on.
nr	compound	CDK5 p35 inh	DSG3 Ab inh	NSD2 inh	Arr AP2 block	PKA-R1A act	SR-BI uptake up
11	CSc1ccc(/C=C/C(=O)NC(=O)c2ccccc2O)cc1	-2.2	104.8	0.5	23.6	-14.3	-4.5
12	Cc1nc2oc3c(NCc4ccccc4)ncnc3c2c2c1COC(C)(C)C2	1.5	nt	-0.9	3.0	-15.1	-12.8
13	CCc1ccc(NC(=O)/C(C#N)=C/c2ccncc2)cc1	1.6	107.1	1.2	0.3	0.5	-29.2
14	COc1ccc(N(CC(=O)NCCSc2ccccc2)S(=O)(=O)c2ccccc2)cc1OC	0.5	110.3	0.4	22.5	-11.4	nt
15	COC(=O)c1cc2c(ccn2-c2ccc(F)cc2)n1Cc1ccc(OC)cc1	-1.6	nt	-3.2	-29.4	-13.9	-68.4
16	O=S(=O)(Oc1ccccc1/C=N/n1cnnc1)c1ccccc1	0.6	106.0	-2.2	-5.0	11.4	16.3
17	Cc1ccc2ncnc(NCCC(=O)O)c2c1	0.2	100.1	0.4	35.8	-4.5	-4.1
18	Cc1ccc(-c2nc(NC(=O)CSc3nnnn3-c3ccccc3)ns2)cc1	0.9	nt	-0.6	-3.7	-2.9	-9.1
19	CC(C(=O)NCCc1ccc(F)cc1)N1CCN(Cc2ccccc2)CC1 (configuration not stated)	-1.5	113.0	1.9	-26.3	-11.2	6.5
20	C/C(=C\C(=O)OCC(=O)NCc1ccccc1)C(=O)OCC(=O)NCc1ccccc1	2.4	76.2*	-1.7	0.9	-4.0	9.1

nr	dFosB act	SR-BI HDL uptake	SUMO Mot1 rescue	MITF TRPM1 HTS	PKA-R2B act
11	-3.6	4.5	-9.0	58.5	-10.1
12	-31.9	12.8	27.2	nt	-7.6
13	-8.4	29.2	0.4	-13.7	-5.0
14	-6.4	32.7	0.3	15.0	-2.1
15	-1.0	68.4	9.4	9.8	-7.0
16	-5.7	-16.3	124.9	3.9	2.4
17	3.1	4.1	2.8	-0.1	1.6
18	37.8*	9.1	176.3	16.6	3.4
19	-3.6	-6.5	22.4	-10.2	6.6
20	-11.4	-9.1	4.8	0.0	-6.7

# Single values from the entries so far.
# SR-BI HDL uptake with cpd 16 : -16.3
# SR-BI HDL uptake with cpd 20 : -9.1

# Given screen by screen: 6 of the compounds above
10. Cc1ccc2c(c1)C(c1ccc(F)cc1)N(C(=O)c1cc3ccccc3oc1=O)CC(=O)N2 (configuration not stated)
11. CSc1ccc(/C=C/C(=O)NC(=O)c2ccccc2O)cc1
12. Cc1nc2oc3c(NCc4ccccc4)ncnc3c2c2c1COC(C)(C)C2
13. CCc1ccc(NC(=O)/C(C#N)=C/c2ccncc2)cc1
14. COc1ccc(N(CC(=O)NCCSc2ccccc2)S(=O)(=O)c2ccccc2)cc1OC
15. COC(=O)c1cc2c(ccn2-c2ccc(F)cc2)n1Cc1ccc(OC)cc1

screen / no. | 10 | 11 | 12 | 13 | 14 | 15
CDK5 p35 inh | -0.8 | -2.2 | 1.5 | 1.6 | 0.5 | -1.6
DSG3 Ab inh | 100.0 | 104.8 | nt | 107.1 | 110.3 | nt
NSD2 inh | nt | 0.5 | -0.9 | 1.2 | 0.4 | -3.2
Arr AP2 block | 3.7 | 23.6 | 3.0 | 0.3 | 22.5 | -29.4
PKA-R1A act | -14.8 | -14.3 | -15.1 | 0.5 | -11.4 | -13.9
SR-BI uptake up | 1.2 | -4.5 | -12.8 | -29.2 | nt | -68.4
dFosB act | -3.8 | -3.6 | -31.9 | -8.4 | -6.4 | -1.0
SR-BI HDL uptake | -1.2 | 4.5 | 12.8 | 29.2 | 32.7 | 68.4
SUMO Mot1 rescue | -22.3 | -9.0 | 27.2 | 0.4 | 0.3 | 9.4
MITF TRPM1 HTS | 7.1 | 58.5 | nt | -13.7 | 15.0 | 9.8
PKA-R2B act | -2.5 | -10.1 | -7.6 | -5.0 | -2.1 | -7.0

# Remaining list, next part
nr	compound	CDK5 p35 inh	DSG3 Ab inh	NSD2 inh	Arr AP2 block	PKA-R1A act	SR-BI uptake up
21	O=C(COC(=O)c1ccc(O)cc1)Nc1ccc(OC(F)F)cc1	2.5	111.1	-1.7	17.9	3.4	-7.0
22	COc1cc(NC(=S)N2CCN(c3ccccn3)CC2)c(OC)cc1Cl	-0.4	102.3	1.2	2.0	-11.0	-19.1
23	COc1ccc(OCc2nnc(SCC(N)=O)n2N)cc1	-0.4	103.2	2.6	24.6	-1.3	nt
24	Cc1ccc(NC(=O)C(=O)NCCc2c[nH]c3ccccc23)cc1C	0.4	90.8	1.5	-1.7	-3.3	nt
25	O=C(CN1C(=O)NC2(CCOc3ccccc32)C1=O)c1ccc[nH]1 (configuration not stated)	-1.0	113.3	0.6	-20.9	-2.6	0.5
26	O=[N+]([O-])c1ccc(Oc2ccc(C(F)(F)F)cn2)cc1	-0.3	103.5	-6.8	1.2	-6.4	-6.8
27	Nc1ccc(-c2cnc(-c3ccc(N)cc3)nc2)cc1	0.4	103.8	1.1	-13.5	-5.9	-4.5
28	O=C(O)CC(c1ccccc1)N1C(=O)c2ccccc2C1=O (configuration not stated)	-1.7	114.7	0.3	-8.0	-9.7	8.4
29	COc1ccc(Cc2n[nH]c(=S)n2-c2ccc3c(c2)OCCO3)cc1	0.1	92.8	-1.3	-6.5	0.4	9.1
30	COc1ccc(Nc2cc3n(c(=O)n2)CCc2cc(OC)c(OC)cc2-3)cc1	0.6	100.5	3.2	-12.8	-12.3	-9.4

nr	dFosB act	SR-BI HDL uptake	SUMO Mot1 rescue	MITF TRPM1 HTS	PKA-R2B act
21	-4.5	7.0	9.0	19.0	-1.2
22	-0.8	19.1	11.9	-9.2	12.4
23	-3.4	-18.8	-4.4	-8.2	-5.1
24	1.3	nt	-13.1	0.4	-0.7
25	-6.2	-0.5	-15.9	-3.3	-11.1
26	-2.7	6.8	9.7	6.2	1.6
27	2.3	4.5	6.2	nt	1.2
28	-1.3	-8.4	-1.0	nt	-5.2
29	-3.5	-9.1	-2.5	nt	-2.5
30	-14.2	9.4	572.4	41.4	-8.3

# Next compounds.
nr	compound	CDK5 p35 inh	DSG3 Ab inh	NSD2 inh	Arr AP2 block	PKA-R1A act	SR-BI uptake up
31	O=C1c2cccc3cccc(c23)C(=O)C1(O)O	-1.9	112.8	17.4	-4.4	-9.9	-16.8
32	COC(=O)CN1C(=O)CC(C)(C)Sc2ccccc21	-2.9	103.1	nt	12.5	0.8	13.2
33	CC(C)C(=O)Nc1cccc(C(=O)Nc2ccccc2C(=O)O)c1	-1.8	96.9	0.5	7.8	-4.5	-17.5
34	CCOC(=O)c1sc2nc3n(c(=O)c2c1C)CCCCC3	0.9	nt	nt	1.1	-2.1	-1.9
35	Cc1ccc(NC(=S)N2CCOCC2)cc1	-2.2	101.3	-0.5	6.8	6.2	29.9
36	O=C1c2ccccc2C(=O)N1Nc1ccc([N+](=O)[O-])cc1[N+](=O)[O-]	-1.4	88.0	-3.2	0.8	0.7	9.5
37	COc1ccc(-c2cc(=O)oc3cc(OCC(=O)N4CCOCC4)ccc23)cc1	0.7	129.1	0.1	-1.4	6.0	nt
38	O=C(CSc1ncccc1C(=O)O)Nc1ccc2c(c1)OCCO2	-0.1	98.4	2.1	21.7	-11.2	18.0

nr	dFosB act	SR-BI HDL uptake	SUMO Mot1 rescue	MITF TRPM1 HTS	PKA-R2B act
31	-4.0	16.8	-3.4	nt	2.0
32	-10.3	-13.2	14.7	nt	-0.7
33	-0.9	17.5	-4.8	0.0	-1.5
34	-17.8	1.9	-13.6	?	-14.8
35	-5.6	-30.0	-1.1	4.9	-0.2
36	-0.7	-9.5	14.8	nt	-5.4
37	-15.1	nt	-7.2	-5.1	2.8
38	-3.0	-18.0	-0.5	7.0	-6.2

# Screens deposited in PubChem by several laboratories.
